# LYP act: LYP phosphatase activators, primary screen, biochemical, DiFMUP fluorescence, 2 µM; Tyrosine-protein phosphatase non-receptor type 22 (Homo sapiens), Q9Y2R2; 0.11% of 96,000 active; activation, % at 2 µM; recombinant LYP; 0 = plate median, 100 = signal doubled;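 active means activation at 2 µM above a set limit, the mean plus 5 SD, cut at about 37% in these data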
# Rev-RRE block: HIV-1 Rev-RRE binding inhibitors, primary screen, biochemical, FRET, protein-RNA interaction; P05866; Rev peptide-RRE RNA binding; inhibition, % at 8 µM; 0.79% of 97,000 active;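 active means inhibition above the screen-wide mean plus 3 SD, cut at about 35% in these data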;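 further: 0% = median DMSO wells and 100% = median Neomycin B control wells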
# Target sequence (P05866 whole entry, looked up): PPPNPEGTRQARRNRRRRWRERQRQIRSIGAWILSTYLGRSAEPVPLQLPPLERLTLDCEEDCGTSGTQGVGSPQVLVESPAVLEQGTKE
#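 Assay system: Rev peptide and RRE RNA, both fluorescently labelled; times: 5 min preincubation and 15 min binding, 25 °C; detection: FRET, ex 480 nm, em 540 and 671 nm; read-out basis: % inhibition from 671/540 nm acceptor-to-donor ratio, scaled between controls; benchmarks: DMSO low control, neomycin B high control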
# S1P2 agonist: S1P2 receptor agonists, primary screen, cell-based; S1P2-expressing cell line, agonist reporter read-out; 0.46% of 97,000 active; activation, % at 4.5 µM; Sphingosine 1-phosphate receptor 2 (Homo sapiens), O95136; AID 729, 2007; in the data active means activation above about 16%;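 further: 0% = vehicle low control and 100% = maximal reference agonist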
# EphB4 ephrin blk: EphB4-ephrin-B2 interaction antagonists, primary screen, biochemical, TNYL-RAW peptide probe, fluorescence polarization. Ephrin type-B receptor 4 (Homo sapiens), P54760. 0.15% of 97,000 active. inhibition, % at 7 µM. AID 720, 2007. EphB4 LBD / TNYL-RAW-Alexa532 peptide;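 active means inhibition above the screen-wide mean inhibition plus 3 SD, cut at about 15% in these data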;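 further: 0% = DMSO wells and 100% = excess unlabeled TNYL-RAW peptide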
# Target sequence (P54760 whole entry, looked up, the tested form may be a part): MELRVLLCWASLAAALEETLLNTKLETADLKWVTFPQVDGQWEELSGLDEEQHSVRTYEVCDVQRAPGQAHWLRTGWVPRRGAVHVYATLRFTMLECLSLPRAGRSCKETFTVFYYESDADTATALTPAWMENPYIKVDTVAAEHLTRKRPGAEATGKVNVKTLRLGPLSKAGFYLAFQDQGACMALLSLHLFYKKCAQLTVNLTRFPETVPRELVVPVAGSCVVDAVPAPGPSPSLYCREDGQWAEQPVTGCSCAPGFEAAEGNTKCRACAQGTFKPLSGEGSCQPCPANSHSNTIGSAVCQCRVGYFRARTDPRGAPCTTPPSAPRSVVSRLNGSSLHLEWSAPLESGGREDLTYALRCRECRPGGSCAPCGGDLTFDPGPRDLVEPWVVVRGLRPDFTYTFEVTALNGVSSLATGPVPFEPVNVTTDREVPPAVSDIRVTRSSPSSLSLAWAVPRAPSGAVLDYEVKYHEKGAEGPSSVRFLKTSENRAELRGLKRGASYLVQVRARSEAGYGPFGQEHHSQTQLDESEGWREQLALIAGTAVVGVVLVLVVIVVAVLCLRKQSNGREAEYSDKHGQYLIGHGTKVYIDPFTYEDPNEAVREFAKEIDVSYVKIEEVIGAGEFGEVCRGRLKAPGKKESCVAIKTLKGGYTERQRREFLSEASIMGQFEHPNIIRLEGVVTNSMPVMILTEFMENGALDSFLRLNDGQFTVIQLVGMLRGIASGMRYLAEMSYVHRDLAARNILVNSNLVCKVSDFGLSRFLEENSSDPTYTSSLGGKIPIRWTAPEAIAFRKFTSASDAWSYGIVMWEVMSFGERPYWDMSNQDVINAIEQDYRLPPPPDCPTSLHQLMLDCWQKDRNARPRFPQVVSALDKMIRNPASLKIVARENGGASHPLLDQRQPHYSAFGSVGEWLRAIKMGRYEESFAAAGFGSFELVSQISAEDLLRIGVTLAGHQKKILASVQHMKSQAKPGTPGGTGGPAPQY
# FAK inh: FAK kinase inhibitors, primary screen, biochemical; 0.84% of 97,000 active; inhibition, %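 (tested at 7 µM)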; Focal adhesion kinase 1 (Homo sapiens), Q05397; biochemical FAK kinase activity assay; in the data active means inhibition above about 19%;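 further: 0% = DMSO and 100% = reference compound high control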
# PostGolgi yeast: phenotypic screen on post-Golgi transport, primary screen. inhibition, % at 10 µM. 0.9% of 98,000 active. AID 739, 2007. post-Golgi transport phenotypic cell assay;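 further: yeast cells grown in 1536-well plates; yeast grown about 18 h at 30C before absorbance read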
# LYP inh 2: PTPN22 phosphatase inhibitors, primary screen, biochemical, DiFMUP fluorescence, 2 µM; recombinant LYP catalytic domain; inhibition, % at 2 µM; 0.21% of 96,000 active;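 active means inhibition at 2 µM at or above a set limit, the screen mean plus 3 SD, cut at about 24% in these data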;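 further: 0% = DMSO with enzyme and 100% = enzyme fully blocked by orthovanadate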
# S1P2 blocker: human S1P2 receptor antagonists, primary screen, cell-based. 0.21% of 97,000 active. Sphingosine 1-phosphate receptor 2 (Homo sapiens), O95136. cell-based S1P2 antagonist assay, inhibition at 5 uM. inhibition, % at 5 µM; in the data active means inhibition above about 45%;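 further: CRE beta-lactamase reporter cells expressing human S1P2 stimulated with S1P; 0% = agonist at EC80 alone and 100% = agonist plus reference antagonist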
# PostGolgi ctrl: growth inhibition of yeast control strain, primary screen, counter-screen for post-Golgi transport modulator project; 5% of 98,000 active; efflux-deficient yeast background strain, growth absorbance A615, 16 h; inhibition, % at 10 µM
# Active calls of the source: *; nt = not tested or not shown. Unless noted, no stated cut-off is given here; in the data, active means inhibition above about 30%; inactive means the rest.
SMILES,LYP act,Rev-RRE block,S1P2 agonist,EphB4 ephrin blk,FAK inh,PostGolgi yeast,LYP inh 2,S1P2 blocker,PostGolgi ctrl
Cn1c(=O)n(C)c2cc(NC(=O)c3cc4ccccc4o3)ccc21,1.5,4.5,-1.7,-5.5,-0.2,-5.6,-2.9,-28.8,-1.2
O=C(O)Cn1nnnc1SCC(=O)Nc1ccc(OC(F)(F)F)cc1,6.8,2.7,-2.5,-1.5,-2.8,0.3,-7.5,-1.2,-1.3
Nn1c(SCC(=O)NCCC2=CCCCC2)nnc1C1CCCCC1,9.9,3.4,-11.2,1.9,-5.4,27.1,-11.2,-1.6,7.8
O=C(O)c1c(NC(=O)c2cccc3ccccc23)sc2c1CCC2,-4.6,-3.1,-0.8,-0.3,-2.8,-3.4,6.1,-4.3,19.2
CCOC(=O)NC(Nc1nnc(C)s1)(C(=O)OCC)C(F)(F)F (stereo not drawn),2.5,10.4,-4.3,4.8,-1.6,3.8,-0.1,9.9,-12.9
Cc1noc(C)c1C(=O)Nc1sc2c(c1C(N)=O)CCC2,-4.6,8.8,3.4,8.8,-0.8,-8.2,4.1,-27.6,-1.3
CCc1ccc(C(=O)COC(=O)c2cccc(N3C(=O)c4c(C)nc5ccccc5c4C3=O)c2)cc1,-0.7,2.1,-1.1,-7.5,-7.7,-3.8,3.0,-0.1,8.2
CC1CC(C)CN(CCCNC(=O)C2CCC(=O)N2C2CCCC2)C1 (stereo not drawn),6.6,6.2,0.6,0.6,-2.8,0.5,-8.2,3.1,16.9
CCN(CCCNC(=O)CCNC(=O)Cn1ccc2ccccc2c1=O)c1ccccc1,6.2,5.1,-1.6,0.9,-1.5,-2.6,-10.8,-1.6,5.8
Cc1[nH]c2ccccc2c1C(=O)CSc1nncn1C,-1.5,7.4,-5.5,1.3,-1.3,nt,2.1,-8.3,nt
Cc1[nH]n(-c2ccccc2)c(=O)c1N=Nc1nccs1,-6.1,0.0,-5.0,-1.1,-3.9,3.6,3.8,-19.5,3.3
CC1(C)Cc2c(sc3nc(-c4ccccc4)n(N)c(=O)c23)CO1,-6.7,5.4,-10.9,7.1,1.4,-7.2,8.7,24.7,7.1
CC(C)C(=O)NC(NC(=S)Nc1cccc2cccnc12)C(Cl)(Cl)Cl (stereo not drawn),0.6,-0.2,-4.2,4.7,-2.5,6.9,1.8,0.1,15.4
O=C(COc1ccccc1)NC1CCN(Cc2ccccc2)CC1,-4.4,8.5,-4.9,0.2,0.5,10.0,3.7,2.0,11.1
Cc1c(NC(=O)CSc2nc3ccccc3[nH]2)c(=O)n(-c2ccccc2)n1C,-5.5,2.5,-4.1,-1.8,0.4,-2.1,4.1,19.4,0.0
Cc1nc(N2CCN(Cc3ccccc3)CC2)nc2c1C(=O)CC(c1ccco1)C2 (stereo not drawn),6.9,3.0,-6.7,7.4,-0.5,-6.1,-5.6,-16.0,-5.5
CCOc1ccc(OCC)c(NC(=O)C2CCCN(S(=O)(=O)c3c(C)n[nH]c3C)C2)c1 (stereo not drawn),-7.0,8.3,-10.2,-5.5,-3.7,1.8,4.2,-4.7,3.2
CCN(CC)CCNC(=O)C1CCC(=O)N1CCc1ccccc1 (stereo not drawn),7.8,5.5,-3.5,-3.1,1.4,-1.2,-8.5,8.8,9.8
Cc1ccc(S(=O)(=O)N2CCCC2C(=O)Nc2nc3ccccc3s2)cc1 (stereo not drawn),3.2,10.1,-9.2,-0.7,-6.7,-10.5,-0.3,4.4,44.0*
CCOC(=O)N1CCN(c2cc(=O)n(-c3cccc(Br)c3)c(=O)[nH]2)CC1,-7.9,1.0,-2.0,-7.7,-1.3,-2.8,6.9,12.2,11.7
O=S(=O)(c1ccc2c(c1)OCCO2)N1CCC(O)(c2ccc(Cl)cc2)CC1,-3.1,4.0,-1.2,-6.5,-2.7,-10.8,1.7,-14.6,23.2
CC(C)(C)SCCNC(=O)c1ccc(Cl)c(S(=O)(=O)N2CCOCC2)c1,3.3,-0.6,-2.6,3.1,-0.4,nt,-7.0,10.2,nt
COc1cccc(NC(=O)CSc2nc3c(c(-c4ccco4)c2C#N)CCCC3)c1,-6.4,3.9,-3.1,2.4,-1.4,-1.1,9.0,12.6,-0.7
CCOC(=O)C1CCN(S(=O)(=O)Cc2ccccc2)CC1,10.9,0.4,-5.8,-1.4,0.2,2.6,-9.7,-3.5,2.8
Cc1cc(C)n2nc(C(=O)NCCc3ccccc3)nc2n1,0.4,9.9,-5.0,7.3,-1.6,9.6,2.6,3.8,4.4
CC(C)(C)c1cc[n+](/C(C(=S)NC2CC2)=C(/[O-])c2ccc(Cl)s2)cc1,-4.0,0.7,-2.6,4.1,-1.4,-7.8,1.5,-12.4,12.8
COCCCNC(=O)Cn1nc(-c2ccccc2OC)ccc1=O,-7.3,3.8,-0.5,-1.6,-4.6,27.9,8.9,7.7,-0.8
CCNC(=O)C1CCCN1S(=O)(=O)c1ccc(OC)cc1 (stereo not drawn),7.1,10.8,-0.8,6.3,-2.6,12.1,-3.3,-9.8,1.2
CCOc1ccc(C(C)=O)cc1N1C(=O)C2C3C=CC(O3)C2C1=O (stereo not drawn),5.5,4.6,-1.9,4.4,-1.6,1.6,-7.1,11.8,15.4
Cc1ccc2oc(=O)c3cc(C(=O)NCc4ccco4)sc3c2c1,nt,8.0,1.1,-3.3,1.7,-4.7,nt,-15.0,5.7
Cc1ccccc1C(=O)NC1CCN(C(=O)N2CCOCC2)CC1,1.2,8.5,-8.0,3.9,0.3,nt,-1.7,5.0,nt
CCN(CC)c1ccc(/C=C2/C(=O)N(c3ccc([N+](=O)[O-])cc3)N=C2N2CCOCC2)cc1,7.5,1.2,-5.6,-2.5,2.4,-1.8,-5.7,-20.9,33.6*
COc1ccc(CN2C(=O)c3cccnc3C2Nc2ccc(C)cc2)cc1 (stereo not drawn),-1.1,4.3,-10.2,-4.5,0.8,7.5,3.9,2.5,16.1
COc1ccc(C(=O)Nc2ccc3oc(-c4cccc(F)c4)nc3c2)cc1OC,4.3,nt,nt,nt,nt,-5.2,-5.9,nt,9.3
Cc1cc(C(=O)NCc2cccs2)cs1,0.1,4.7,-0.8,-0.1,1.4,-8.8,-0.9,0.5,-3.3
CCC(C)NC(=O)C1CCN(C(=O)N(C)C)CC1 (stereo not drawn),0.5,6.0,-10.2,-6.2,-2.6,10.1,-3.9,-5.7,3.1
O=C(CN(Cc1ccco1)C(=O)Cn1nnc(-c2ccc(F)cc2)n1)NC1CCCC1,-8.8,10.4,-2.7,4.0,6.8,-9.0,6.5,9.2,1.4
COC(=O)CC1=C(C(=O)OC)C(c2ccncc2)C(C#N)=C(N)O1 (stereo not drawn),0.1,2.4,-5.2,-0.1,0.2,0.6,1.2,11.9,4.0
Cc1oc(C(=O)O)cc1COc1ccc2c(C)cc(=O)oc2c1,16.7,-0.8,-4.7,-4.8,0.8,-17.7,-17.4,-17.1,-6.5
Cc1ccc(CN(Cc2cc3cc(C)ccc3[nH]c2=O)C(=O)N2CCOCC2)cc1,-0.8,0.2,-5.8,-0.6,0.7,-5.2,2.0,-19.3,17.9
CCNc1nc(Oc2ccc(=O)[nH]n2)nc(N2CCOCC2)n1,2.9,11.7,-1.5,0.8,2.6,-9.8,-0.5,-12.9,5.3
CCOC(=O)C1CCN(C(=O)CCN2C(=O)C3C4C=CC(C4)C3C2=O)CC1 (stereo not drawn),-9.1,5.5,-3.3,-9.2,-1.6,21.7,9.9,4.1,0.1
CN(C)c1ccc(NC(=O)CC2NCCNC2=O)cc1 (stereo not drawn),7.2,7.7,-6.6,2.1,0.4,-7.9,-7.8,-11.3,23.2
COc1ccc(CN2CN(C(C)C)CSC2=S)cc1,29.0,2.5,-5.8,-4.6,2.8,5.7,-30.6,19.6,14.7
Cc1cccc(OCC(=O)N2CCN(C(=O)c3cccs3)CC2)c1,6.9,6.1,-5.5,3.8,-1.2,9.7,-7.6,12.3,2.8

# Ordered by number of heavy atoms (lowest first): some entries from above.
SMILES,LYP act,Rev-RRE block,S1P2 agonist,EphB4 ephrin blk,FAK inh,PostGolgi yeast,LYP inh 2,S1P2 blocker,PostGolgi ctrl
Cc1cc(C(=O)NCc2cccs2)cs1,0.1,4.7,-0.8,-0.1,1.4,-8.8,-0.9,0.5,-3.3
CN(C)c1ccc(NC(=O)CC2NCCNC2=O)cc1 (stereo not drawn),7.2,7.7,-6.6,2.1,0.4,-7.9,-7.8,-11.3,23.2
COC(=O)CC1=C(C(=O)OC)C(c2ccncc2)C(C#N)=C(N)O1 (stereo not drawn),0.1,2.4,-5.2,-0.1,0.2,0.6,1.2,11.9,4.0
CCN(CC)c1ccc(/C=C2/C(=O)N(c3ccc([N+](=O)[O-])cc3)N=C2N2CCOCC2)cc1,7.5,1.2,-5.6,-2.5,2.4,-1.8,-5.7,-20.9,33.6*

# Next section:
SMILES,LYP act,Rev-RRE block,S1P2 agonist,EphB4 ephrin blk,FAK inh,PostGolgi yeast,LYP inh 2,S1P2 blocker,PostGolgi ctrl
CCC(c1nnnn1Cc1ccco1)N(Cc1cc2cc(C)cc(C)c2[nH]c1=O)CC1CCCO1 (stereo not drawn),-3.7,4.7,-4.2,-4.8,0.6,12.4,2.5,25.2,6.6
Cc1ccc(C(=O)C(OC(=O)CN2C(=O)c3ccccc3C2=O)c2ccccc2)cc1 (stereo not drawn),4.1,15.7,-5.1,2.7,3.5,-1.4,-3.5,-0.4,13.9
Cc1ccccc1-n1c(SC(C)C(=O)N2CCN(C)CC2)nc2ccccc2c1=O (stereo not drawn),3.3,-0.4,-4.4,2.8,-3.3,6.1,-0.8,8.2,2.8
O=C(CN(C1CC1)S(=O)(=O)c1ccc(S(=O)(=O)NC2CCCCC2)cc1)Nc1ccccc1,-0.6,12.5,-8.5,3.1,3.3,1.0,0.0,26.1,7.5
CC1(C)CC(=O)C2=C(C1)OC(N)=C(C#N)C21C(=O)N2CCCc3cccc1c32 (stereo not drawn),-7.0,2.7,-6.2,-4.6,-12.0,-6.0,10.6,0.3,33.9*
Cc1cc(C)c2c(=O)[nH]c(SCC(=O)N3CCCCC3)nc2n1,-6.9,5.0,-3.2,2.2,0.8,-1.4,5.5,-38.7,-0.6
CSc1nc2ccccc2c(=O)n1N,4.2,2.8,-5.9,-0.4,3.7,-5.2,-0.4,2.6,7.0
COc1cccc(NC(=O)CNC(=O)c2ccc(F)cc2)c1,6.5,8.8,-8.3,6.0,0.5,-3.7,-7.0,-8.2,21.3
COc1ccc(S(=O)(=O)N2CCC(=O)N2)cc1,16.9,7.5,-3.6,3.4,-3.9,7.1,-13.6,10.3,6.1
COC(=O)C(N)Cc1ccc(O)cc1 (stereo not drawn),-4.7,8.9,-2.2,-1.3,-0.8,-3.4,3.2,-1.8,-1.7
Cc1csc(NC(=O)C2CCN(S(=O)(=O)c3ccc4c(c3)oc(=O)n4C)CC2)n1,-3.2,2.7,-3.4,1.1,-1.9,1.0,2.6,-2.4,10.2
Cc1cccc(-n2ccnc2SCC(=O)Nc2cc(C)on2)c1,-7.4,1.0,-3.1,-2.5,7.1,5.5,9.7,-0.6,-7.1
CCOC(=O)c1sc2nc(SCC#N)n(CCCN3CCCC3=O)c(=O)c2c1C,-4.6,3.9,-4.2,-0.2,-1.3,4.3,1.9,-32.5,10.8
CCN1CCN(C(=O)CCN2C(=O)COc3ccc(C)cc32)CC1,-2.3,0.6,-4.2,-2.8,-4.1,4.7,-0.1,2.0,25.0
CC(=O)NC(Cc1ccccc1F)C(=O)NC1CCN(C(=O)c2cnccn2)CC1 (stereo not drawn),-2.9,1.6,-1.7,-1.9,-2.4,18.6,0.8,-16.4,-1.7

# Assay outcomes deposited in PubChem by several laboratories.
